Compound activity from PubChem BioAssay.
PP1 counter = PP1-alpha (human) inhibition in PP5 counter-screen; purified PP1alpha, OMFP fluorescence; inhibition, % at 6.7 µM; 320,000 tested, 0.9% active; AID 2235;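 active means inhibition above the mean inhibition of all tested compounds plus 3 SD, computed separately for each screening campaign, cut at about 15% in these data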
ZTA DNA inh = ZTA (EBV) inhibition in EBNA-1 counter-screen. ZTA-DNA binding, fluorescence polarization. inhibition, % at 11 µM. P03206. 320,000 tested, 0.15% active. AID 2234; in the data active means inhibition above about 33%
Target sequence (P03206 whole entry, looked up): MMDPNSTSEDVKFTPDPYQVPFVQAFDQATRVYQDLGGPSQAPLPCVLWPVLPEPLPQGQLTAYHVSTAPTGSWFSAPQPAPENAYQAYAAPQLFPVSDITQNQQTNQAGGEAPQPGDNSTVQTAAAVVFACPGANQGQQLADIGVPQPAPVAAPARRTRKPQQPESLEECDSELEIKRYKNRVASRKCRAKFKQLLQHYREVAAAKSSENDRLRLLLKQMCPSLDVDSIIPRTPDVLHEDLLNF
TPT1 inh = blocks Candida albicans tRNA 2'-phosphotransferase. recombinant caTPT1, FP RNA substrate dephosphorylation. inhibition, % at 5 µM. 300,000 tested, 0.81% active. AID 1962;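 active means inhibition above the mean of all tested compounds plus 3 SD, set per screening campaign, cut at about 24% in these data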;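 further: plate controls were DMSO alone for no effect and ferristatin control at 100 nM for full effect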
Fh CTSL1 inh = blocks F. hepatica cathepsin L1 in PFM18AAP counter-screen; 300,000 tested, 0.49% active; recombinant F. hepatica cathepsin L1, Z-Leu-Arg-MCA fluorescence; inhibition, % at 5.96 µM; AID 1906;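 active means inhibition above the mean of all tested compounds plus 3 SD, set per screening campaign, cut at about 17% in these data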;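 further: 0% = plate median of test compound wells and 100% = 1 µM Z-Phe-Ala-diazomethylketone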
Efflux pump mplx = inhibitors of Candida antifungal efflux pumps expressed in yeast; S. cerevisiae Candida pump triplex, Nile Red efflux; inhibition, % at 10 µM; 330,000 tested, 0.44% active;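 active means plate passing quality check with inhibition over a set limit, or well fluorescence over plate mean plus 4 SD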;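 further: Nile Red retained in pooled yeast measured as flow cytometry median fluorescence; 0% = buffer negative control and 100% = Enniatin B positive control; higher means more Nile Red kept so more efflux inhibition; some compounds called inactive have numbers as strong as hits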
PP5 inh = blocks human protein phosphatase 5 activity | P53041 | purified PP5c, OMFP substrate fluorescence | inhibition, % at 6.7 µM | 320,000 tested, 0.18% active;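 active means inhibition above the campaign's mean inhibition across all tested compounds plus 3 SD, cut at about 9.5% in these data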;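 further: 0% = DMSO only and 100% = 100 µM cantharidin control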
Target sequence (P53041 whole entry, looked up): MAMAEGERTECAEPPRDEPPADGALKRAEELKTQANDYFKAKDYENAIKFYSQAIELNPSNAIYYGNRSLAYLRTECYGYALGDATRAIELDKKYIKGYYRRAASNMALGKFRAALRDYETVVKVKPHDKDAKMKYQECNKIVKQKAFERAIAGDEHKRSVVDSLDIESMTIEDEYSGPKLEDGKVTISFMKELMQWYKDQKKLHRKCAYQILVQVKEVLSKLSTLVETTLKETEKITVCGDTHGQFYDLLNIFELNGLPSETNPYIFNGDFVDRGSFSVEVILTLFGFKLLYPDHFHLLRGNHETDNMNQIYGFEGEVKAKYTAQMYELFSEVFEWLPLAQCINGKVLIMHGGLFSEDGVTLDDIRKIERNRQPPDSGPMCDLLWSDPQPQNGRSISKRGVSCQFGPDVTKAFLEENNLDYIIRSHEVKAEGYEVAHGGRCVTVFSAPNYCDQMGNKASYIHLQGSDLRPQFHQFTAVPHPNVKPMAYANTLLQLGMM
HCV core dimer = blocks dimerization of HCV core protein; TR-FRET GST/Flag-core106 dimerization, 1536-well; inhibition, % at 5 µM; 300,000 tested, 0.33% active;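 active means inhibition above the mean of all tested compounds plus 3 SD, set per screening campaign, cut at about 45% in these data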
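test system = GST/Flag-tagged HCV core106 proteins | probe or stimulus = Eu donor and XL665 acceptor anti-tag antibodies | times = compound-protein-antibody incubation 4 h at 22.5 °C | signal = TR-FRET, excitation 340 nm, emission 617 and 671 nm | measure = percent inhibition of core106 dimerization signal | controls = wells lacking GST-core106 and wells with excess unlabelled core106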
EBNA-1 inhibitor = blocks EBNA-1 binding to DNA; 300,000 tested, 0.34% active; inhibition, % at 14.8 µM; AID 1950; EBNA-1 DNA binding, fluorescence polarization; in the data active means inhibition above about 28%
PREPL inhibitor = inhibitors of human prolyl oligopeptidase-like enzyme PREPL | inhibition, % at 5.96 µM | 320,000 tested, 0.68% active | recombinant PREPL, fluorescence polarization activity-based probe | Q4J6C6; in the data active means inhibition above about 43%;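 further: 0% = enzyme with DMSO and 100% = wells lacking enzyme; many of its hits are not listed in these tables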
* = called active by the depositor; . = not tested or not shown; & = joins results of further samples. A portion of the library (hit frequency here may not be typical).

Sequence of screens: PP1 counter, ZTA DNA inh, TPT1 inh, Fh CTSL1 inh, Efflux pump mplx, PP5 inh, HCV core dimer, EBNA-1 inhibitor, PREPL inhibitor
Cc1ccc(NC(=O)CCS(=O)(=O)c2ccc3c(c2)NC(=O)C(C)S3)cc1Cl (centres undefined)
 : 1, 20, 0, -2, -0.2, 2.3, 4, 7, -6
O=C(NCCc1c[nH]c2ccccc12)c1ccc2[nH]c(=O)c(=O)[nH]c2c1
 : 5, -7, -2, -9, 0.1, -8.3, -8, -17, 19
COc1cccc(-n2cc(CNCc3cn(C)nc3-c3ccccc3F)cn2)c1
 : 2, -26, 1, 0, 0.0, 2.3, 4, -3, -7
CCC(=O)N=c1sc2cc(F)cc(F)c2n1C
 : 0, 9, 0, -2, 0.1, 0.1, -12, 9, 3
N/C(=N\OC(=O)/C=C/c1ccccc1)c1cccnc1
 : -4, 0, 1, -5, 0.0, 0.1, -1, 5, 2
Cc1ccccc1Nc1nc(N)nc(COC(=O)c2ccc(S(=O)(=O)N(C)C)cc2)n1
 : -2, -2, 0, -1, 0.1, -0.1, 1, -11, 1
CCOc1ccc(NS(=O)(=O)c2c(C)nc3sccn3c2=O)cc1
 : -7, -10, 0, -5, -0.1, -0.7, -3, 8, 4
COc1ccc(N2CC(C(=O)OCC(=O)Nc3cccc(C)c3C)CC2=O)cc1 (centres undefined)
 : -8, -1, -1, -31, 0.1, 1.5, 8, 5, 3
O=C(O)CCCC(=O)Nc1ccc(Br)cc1C(=O)O
 : 2, 5, 0, 0, 0.0, -2.4, -3, -5, -16
Cc1ccc(C(=O)Nc2ccc3c(c2)OCO3)o1
 : 3, -4, 0, -1, 0.1, 0.8, 19, 1, 15
O=C(CSCc1c(Cl)cccc1Cl)NCC1CCCO1 (centres undefined)
 : -1, -30, -6, -1, -0.2, 0.5, -3, -6, 9
Cc1cccc(NC(=O)C2CCN(S(=O)(=O)c3cccc4cccnc34)CC2)n1
 : -6, -7, -1, -6, -0.2, 1.5, -1, -11, -9
COC(CNC(=O)c1cn(C)c2ccc(S(=O)(=O)N3CCOCC3)cc2c1=O)OC
 : 2, -4, -1, 0, -0.1, -1.3, -3, -14, 0
CCc1nnc(NC(=O)CCC(=O)N2CCN(Cc3ccc(OC)c(F)c3)CC2)s1
 : 0, -8, 0, -1, 0.2, 3.3, -2, -22, 0
Nc1ccc2nc(SCc3ccccc3F)sc2c1
 : -4, -2, 1, -1, -0.2, 3.1, -5, 4, 12
Cc1ccc(NC(=O)COC(=O)C2CC3CCCC(C2)C3=O)c([N+](=O)[O-])c1 (centres undefined)
 : -1, 10, ., ., -0.1, 2.5, ., ., 8
Cc1nn(CC(=O)N2CCOCC2)c(C)c1[N+](=O)[O-]
 : 0, 3, -6, -3, 0.3, 2.8, -3, -9, 13
Cc1coc2cc3oc(=O)c(CC(=O)N(C)CC(=O)O)c(C)c3cc12
 : -4, -2, 1, -7, -0.2, -0.9, 6, 8, -5
C[C@H](NC(=O)c1ccccc1)C(=O)Nc1nc(-c2ccccn2)cs1
 : 7, 4, 0, 10, 0.0, 2.4, -4, -4, -1
COc1cc(N=C2C(=O)N3CCCc4cccc2c43)cc(OC)c1
 : -5, 10, 1, 0, 0.4, 0.1, 2, 6, 1
CCOc1cc(C(=O)NC2CC(C)(C)NC(C)(C)C2)cc(OCC)c1OCC
 : -3, 1, -3, 3, -0.1, -1.4, -11, -4, 13
CCC(C)NC(=O)CSc1nnc(-c2ccc(Cl)cc2)n1N (centres undefined)
 : -1, 7, -2, -1, -0.3, 0.9, -2, -3, -8
COc1ccc(CNC(=O)C(=O)NCc2cccnc2)cc1
 : -2, 0, 1, 1, -0.1, -0.4, -2, 3, -2
N#C/C(=C/c1ccccc1[N+](=O)[O-])C(=O)NCc1ccco1
 : 0, 0, 3, 0, -0.3, 3.8, 4, 5, 2
NC(=O)c1ccc(/C(N)=N/S(=O)(=O)c2cc(C(F)(F)F)cc(C(F)(F)F)c2)cc1
 : -4, 2, 2, -3, 0.1, 1.0, 2, 7, 6
CC(C)c1ccc(NC(=O)CSc2nc(=O)n(CCN3CCOCC3)c3c2CCC3)cc1
 : -7, -1, 1, 0, 0.3, 2.1, -1, -4, 12
Cc1ccccc1Sc1c(C#N)c(-c2ccccc2)nn1C
 : -3, 3, 0, 2, 0.0, -0.8, 1, -4, 5
Cc1cc(C(=O)N2CCC(C)CC2)on1
 : -3, -15, 1, 0, 0.0, 2.4, -1, 9, -6
COc1ccc(CC(=O)N(Cc2ccccc2)c2ccc(C)cc2)cc1S(=O)(=O)N1CCOCC1
 : 0, -5, 0, 3, 0.0, 0.5, 9, 0, 5
O=C(NNc1cccc(Cl)n1)c1ccc(Cl)cc1Cl
 : -2, 4, 3, 0, 0.2, 0.0, -1, 9, 4
COc1ccc(COC(=O)CCc2c[nH]c3ccccc23)cc1F
 : -2, -22, 1, 1, 0.3, 2.3, 8, -4, 7
Cc1cc(Cl)c(S(=O)(=O)NCCC(=O)O)cc1OCC(N)=O
 : -9, -6, 4, -2, 0.2, 0.0, -5, -7, 6
CCOC(=O)C1CCCN(C(=O)CSc2ccc(Br)cc2)C1 (centres undefined)
 : 2, 0, -4, -1, 0.0, -0.2, 2, -1, -9
O=C(OCc1ccc(Cl)c(Cl)c1)c1ccc[nH]1
 : 2, -7, 3, 1, -0.3, 6.1, 0, -6, -25
O=C(CN1CCN(c2ncccn2)CC1)NCCC1=CCCCC1
 : -2, 6, -4, 2, 0.0, -0.4, -3, -6, 2
Cc1nc2nc[nH]n2c(=O)c1NC(=O)c1cccc(OCC(C)C)c1
 : -2, -10, -1, -1, 0.0, 0.3, -3, 13, 8
Cc1c(C(=O)N2C[C@@H](C)O[C@@H](C)C2)oc2c(F)cccc12
 : -2, -11, -1, 2, 0.1, 0.5, -11, 0, 18
Cc1ccc(C)c(C(=O)COc2ccc(C)nc2[N+](=O)[O-])c1
 : 5, -3, -2, -2, 0.1, 3.8, 21, 0, -3
O=C(CSc1nnc(NC(=O)c2ccco2)s1)Nc1ccccc1Br
 : -1, 4, 2, 1, 0.1, 0.8, 13, 5, 3
O=C(Cc1cc(=O)[nH][nH]1)N/N=C/C(Cl)=C/c1ccccc1
 : 14&7, 26&3, 0&-4, 2&0, 0.0&-0.1, 0.2&-0.1, 2&3, 11&7, 21&16
NC(=O)c1sc2cc(C(F)(F)F)cnc2c1-c1cccs1
 : -3, 0, 1, -1, -0.1, 0.7, -3, -2, 20
CC(=O)Nc1ccc(S(=O)(=O)NNC(=O)COc2cccc3ccccc23)cc1
 : -2, -2, -1, -3, 0.0, -1.7, 0, 7, 21
N#CCCn1ncc2ccccc21
 : -1, -4, -2, 2, 0.0, 0.9, -2, -1, -4
Cc1ccc(C(c2c(C)[nH][nH]c2=O)c2c(C)[nH][nH]c2=O)cc1
 : -1, 14, 0, 1, 0.1, -0.7, -4, 9, -7
Cc1c(C(c2ccccc2Br)c2c(C)n(C)n(-c3ccccc3)c2=O)c(=O)n(-c2ccccc2)n1C
 : -2, 2, 0, 2, -0.1, 3.3, 2, 1, 12
Cc1cc(SCC(=O)c2ccc(O)c(O)c2)n2nc(C)c(-c3ccccc3)c2n1
 : 10, 13, -1, -1, -0.1, -0.6, 10, -1, 42
COc1ccccc1NC(=O)/C(C#N)=C/c1ccc(OCCN2CCOCC2)c(OC)c1
 : 0, 13, 1, 1, -0.1, 0.0, 5, 9, 5
O=C(N/N=C/C(Br)=C\c1ccccc1)c1cccs1
 : -1, -4, -2, 0, -0.1, 0.9, 0, -9, -11
COC(=O)c1ccc(OC)c(OC2CCCC2)c1
 : -4, -6, 0, 3, 0.0, -0.3, -1, 2, 13

Nothing new here: 18 of the compounds above.
Sequence of screens: PP1 counter, ZTA DNA inh, TPT1 inh, Fh CTSL1 inh, Efflux pump mplx, PP5 inh, HCV core dimer, EBNA-1 inhibitor, PREPL inhibitor
Cc1ccccc1Nc1nc(N)nc(COC(=O)c2ccc(S(=O)(=O)N(C)C)cc2)n1
 : -2, -2, 0, -1, 0.1, -0.1, 1, -11, 1
CCOc1ccc(NS(=O)(=O)c2c(C)nc3sccn3c2=O)cc1
 : -7, -10, 0, -5, -0.1, -0.7, -3, 8, 4
COc1ccc(N2CC(C(=O)OCC(=O)Nc3cccc(C)c3C)CC2=O)cc1 (centres undefined)
 : -8, -1, -1, -31, 0.1, 1.5, 8, 5, 3
O=C(O)CCCC(=O)Nc1ccc(Br)cc1C(=O)O
 : 2, 5, 0, 0, 0.0, -2.4, -3, -5, -16
Cc1ccc(C(=O)Nc2ccc3c(c2)OCO3)o1
 : 3, -4, 0, -1, 0.1, 0.8, 19, 1, 15
O=C(CSCc1c(Cl)cccc1Cl)NCC1CCCO1 (centres undefined)
 : -1, -30, -6, -1, -0.2, 0.5, -3, -6, 9
Cc1cccc(NC(=O)C2CCN(S(=O)(=O)c3cccc4cccnc34)CC2)n1
 : -6, -7, -1, -6, -0.2, 1.5, -1, -11, -9
COC(CNC(=O)c1cn(C)c2ccc(S(=O)(=O)N3CCOCC3)cc2c1=O)OC
 : 2, -4, -1, 0, -0.1, -1.3, -3, -14, 0
CCc1nnc(NC(=O)CCC(=O)N2CCN(Cc3ccc(OC)c(F)c3)CC2)s1
 : 0, -8, 0, -1, 0.2, 3.3, -2, -22, 0
Nc1ccc2nc(SCc3ccccc3F)sc2c1
 : -4, -2, 1, -1, -0.2, 3.1, -5, 4, 12
Cc1ccc(NC(=O)COC(=O)C2CC3CCCC(C2)C3=O)c([N+](=O)[O-])c1 (centres undefined)
 : -1, 10, ., ., -0.1, 2.5, ., ., 8
Cc1nn(CC(=O)N2CCOCC2)c(C)c1[N+](=O)[O-]
 : 0, 3, -6, -3, 0.3, 2.8, -3, -9, 13
Cc1coc2cc3oc(=O)c(CC(=O)N(C)CC(=O)O)c(C)c3cc12
 : -4, -2, 1, -7, -0.2, -0.9, 6, 8, -5
C[C@H](NC(=O)c1ccccc1)C(=O)Nc1nc(-c2ccccn2)cs1
 : 7, 4, 0, 10, 0.0, 2.4, -4, -4, -1
COc1cc(N=C2C(=O)N3CCCc4cccc2c43)cc(OC)c1
 : -5, 10, 1, 0, 0.4, 0.1, 2, 6, 1
CCOc1cc(C(=O)NC2CC(C)(C)NC(C)(C)C2)cc(OCC)c1OCC
 : -3, 1, -3, 3, -0.1, -1.4, -11, -4, 13
CCC(C)NC(=O)CSc1nnc(-c2ccc(Cl)cc2)n1N (centres undefined)
 : -1, 7, -2, -1, -0.3, 0.9, -2, -3, -8
COc1ccc(CNC(=O)C(=O)NCc2cccnc2)cc1
 : -2, 0, 1, 1, -0.1, -0.4, -2, 3, -2
